Screens from PubChem BioAssay.
GPR35 arrestin U2OS: inhibition of zaprinast-stimulated GPR35 beta-arrestin translocation – imaging, U2OS, beta-arrestin-GFP, zaprinast agonist, primary screen (AID 2058); U2OS GPR35 beta-arrestin-GFP translocation imaging, zaprinast antagonism; higher % means a stronger effect; one-dose inhibition, % at 10 µM; IC50 in µM for titrated hits; actives 0.052% (n = 290,000);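 active means inhibition of at least 50% with at least 30 cells and total cytoplasm GFP at most 10,000,000; inconclusive means under 30 cells or total GFP of 10,000,000 plus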
GPR55 activation: selective activators of receptor GPR55 – imaging, U2OS cells, beta-arrestin-GFP redistribution, primary screen (AID 1961) | U2OS GPR55 beta-arrestin-GFP redistribution imaging; higher % means a stronger effect | activation, % at 10 µM; hits with a dose series show EC50 in µM | actives 0.048% (n = 290,000);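 active means activation above 40% with more than 50 cells counted in the well; inconclusive means wells holding fewer than 50 cells, flagged as toxic or sparse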;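 further: U2OS osteosarcoma cells stably expressing GPR55 and beta-arrestin-GFP; plate controls were DMSO negative control for no effect and LPI positive control for full effect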
NTR1 agonist: agonists of NTR1, primary screen, imaging, U2OS cells, beta-arrestin-GFP, high content (AID 493036); P30989; NTR1-U2OS beta-arrestin-GFP spot imaging, agonist mode; activation, % at 20 µM; actives 0.17% (n = 330,000);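 active means activation at or above 40% of the spot to cytoplasm intensity ratio, with at least 20 cells analyzed; inconclusive means wells under 20 cells, flagged as cytotoxic or low count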;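 further: 0% = DMSO without peptide and 100% = 100 nM NTR1 peptide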
Target sequence (P30989 whole entry, looked up): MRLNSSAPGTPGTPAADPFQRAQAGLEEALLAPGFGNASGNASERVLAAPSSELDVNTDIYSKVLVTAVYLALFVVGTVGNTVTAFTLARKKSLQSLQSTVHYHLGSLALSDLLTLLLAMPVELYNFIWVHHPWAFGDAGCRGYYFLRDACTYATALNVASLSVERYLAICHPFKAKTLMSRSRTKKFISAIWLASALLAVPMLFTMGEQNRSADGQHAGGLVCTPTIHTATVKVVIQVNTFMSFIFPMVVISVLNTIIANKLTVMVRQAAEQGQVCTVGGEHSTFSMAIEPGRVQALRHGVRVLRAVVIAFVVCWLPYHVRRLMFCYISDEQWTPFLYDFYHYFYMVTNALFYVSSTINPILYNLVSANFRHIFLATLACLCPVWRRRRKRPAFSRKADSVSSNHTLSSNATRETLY
GPR55 antagonists: GPR55 antagonists blocking LPI-driven arrestin recruitment, primary screen, imaging, U2OS, beta-arrestin-GFP, LPI agonist (AID 2013) | one-dose inhibition, % at 10 µM; IC50 in µM for titrated hits | U2OS GPR55 beta-arrestin-GFP translocation imaging, LPI antagonism; higher % means a stronger effect | actives 0.13% (n = 290,000);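 active means spots per cell inhibited over 60%, with over 100 cells counted and total cytoplasm intensity under 500,000; inconclusive means wells with under 100 cells, flagged as likely toxic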;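 further: U2OS cells stably carrying GPR55 and arrestin-GFP stimulated by 5 µM LPI near EC80; imaged beta-arrestin-GFP aggregate spots per cell after agonist stimulation; plate controls were LPI-stimulated DMSO wells for no effect and DMSO wells without LPI for full effect; some results filed as inactive read as strong as hits; confirmed hits need IC50 under 10 µM and bright autofluorescent wells are also inconclusive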
NS5 inhibitors: flavivirus cap methylation enzyme inhibition – biochemical, confirmation dose response, primary screen (AID 588689). actives 0.3% (n = 340,000). inhibition, % at 25 µM; hits with a dose series show IC50 in µM. Dengue-2 NS5 methyltransferase capping enzyme assay, biochemical; higher % means a stronger effect; in the data active means a potency from the dose series; inconclusive means inhibition above about 29% without an active follow-up result
K1F lysis inhibition: protection from phage-mediated lysis, alamar blue read-out – E. coli UTI89, K1F phage, bacterial capsule biogenesis inhibitors (AID 488966); inhibition, % at 100 µM; hits with a dose series show IC50 in µM; actives 0.02% (n = 340,000); E. coli UTI89 K1F phage lysis, alamar blue, 2 h; higher % means a stronger effect;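 active means phage lysis inhibition, versus mean bacterial control, above a set limit; inconclusive means no clear call, values can overlap the other calls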;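 further: capsule biogenesis inhibitors block K1F phage lysis so surviving cells raise fluorescence; higher fluorescence means more inhibition of phage lysis; actives were called in the ten point dose series up to 300 µM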
AID2073: inhibitors of Mint1-CaV2.2 protein interaction, biochemical, HTRF (AID 2073); inhibition, % at 20 µM; hits with a dose series show IC50 in µM; HTRF protein-protein interaction, Mint1-CaV2.2; higher % means a stronger effect; actives 0.19% (n = 290,000); in the data active means inhibition mostly above about 51%, no sharp cut-off; inconclusive means no clear call, values can overlap the other calls; inactive means mostly below about 53%; further: some results filed as inactive read as strong as hits
HIV fusion peptide: inhibitors of HIV fusion peptide binding, primary screen, biochemical, uHTS, fluorescence dequenching (AID 1986) | cell-free peptide binding, fluorescence dequenching, 30 min; higher % means a stronger effect | actives 0.3% (n = 290,000) | inhibition, % at 20 µM, or IC50 in µM where a hit was titrated; in the data active means inhibition mostly above about 52%, no sharp cut-off; inactive means mostly below about 76%; further: some results filed as inactive read as strong as hits
Siah-1 displacement: Siah-1 peptide-binding antagonists, primary screen, biochemical, fluorescence polarization, rhodamine-plectin, uHTS (AID 1817); Siah-1 / rhodamine-plectin peptide fluorescence polarization; higher % means a stronger effect; displacement, % at 20 µM, or IC50 in µM where a hit was titrated; actives 0.02% (n = 290,000);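 active means displacement of at least 50% at 20 µM, with a fluorescence ratio check between 0.3 and a set limit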;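 further: plate controls were Siah plus tracer with DMSO for no effect and tracer alone without Siah for full effect; strong numbers were not always called active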
NTR1 agonist cell count 20 µM: recorded beside NTR1 agonist, whose call it bears; cell count; measured here: cell count, cytotoxicity flag
NS5 inhibitors pilot replicate: recorded beside NS5 inhibitors, whose call it bears; inhibition, %; measured here: pilot screen replicate inhibition
* = called active by the depositor; i = inactive; ? = inconclusive; . = not tested or not shown; [ ] = another dose, or the depositor's remark. This is a random part of the collection, and some 1.2% of all compounds hit somewhere here.

SMILES	GPR35 arrestin U2OS	GPR55 activation	NTR1 agonist	NTR1 agonist cell count 20 µM	GPR55 antagonists	NS5 inhibitors	K1F lysis inhibition	AID2073	HIV fusion peptide	Siah-1 displacement	others
COc1ccc(CCNS(=O)(=O)c2cn(C)cn2)cc1OC	14%	-0.2%	-0.2	82	18%	1%	0.2%	-1%	1.5%	-3%
CCc1cccc(NC(=O)C2CCCN(c3cnccn3)C2)c1 (stereo unspecified)	-2%	0.2%	0.1	73	6%	-7%	0.1%	16%	0.1%	6%
COc1ccc(-c2c(C)nn3c(N)c(-c4ccccc4)cnc23)cc1OC	-1%	0.3%	5.8	56	11%	8%	1.2%	6%	-2.1%	-3%
CC(C)(C)C1CCc2onc(C(=O)Nc3cccc(O)c3)c2C1 (stereo unspecified)	10%	-0.1%	5.0	53	-4%	-7%	0.2%	-15%	-1.8%	-1%
Cc1csc(SCC(=O)NCc2cccc(Cl)c2)n1	-2%	0.6%	2.5	46	8%	-5%	0.0%	3%	0.2%	-2%
CN(C)C(CNC(=O)c1ccc(NS(=O)(=O)c2cccc([N+](=O)[O-])c2)cc1)c1ccco1 (stereo unspecified)	5%	-0.1%	-2.3	64	12%	-12%	0.6%[50 µM]	6%	1.7%	0%
Cc1ccnc(NC(=O)C2CCN(S(=O)(=O)c3ccc4c(c3)CC(C)N4C(=O)C3CCC3)CC2)c1 (stereo unspecified)	-7%	-0.1%	-0.2	61	5%	0%	0.6%	6%	-0.9%	12%
N#Cc1c2c(c(-n3cnc4ccccc43)n3c1nc1ccccc13)CCC2	-21%	-0.1%	2.0	55	8%	2%	-0.1%	27%	0.1%	-4%
Cc1cc(Br)c2[nH]cc(CCNC(=O)c3ccco3)c2c1	11%	-0.2%	3.5	60	-4%	-9%	0.1%	-5%	1.0%	6%
CC(C)c1onc(C(=O)NCCc2ccccc2)c1[N+](=O)[O-]	8%	0.1%	-0.7	76	3%	-5%	-0.3%	-2%	-0.8%	-2%
COCCn1c(=S)[nH]c2cc(C(=O)N3CC(C)CC(C)C3)ccc2c1=O (stereo unspecified)	1%	-0.1%	1.9	61	-4%	2%	3.3%	-46%	-2.5%	4%
COc1ccc(CCNC(=O)c2ccncc2)cc1OC	-5%	-0.1%	-0.8	49	6%	1%	-0.1%	14%	3.2%	-2%
O=C(NCCCN1CCOCC1)c1cc2c([nH]c3ccccc32)c(-c2cccc(Br)c2)n1	-1%	0.6%	2.8	103	-11%	-12%	-0.7%	12%	3.5%	-2%
CCCCc1cc2c(c(NC(C)=O)n1)c(=O)oc1ccccc12	-7%	-0.1%	-2.5	51	1%	.	.	21%	0.5%	15%
O=[N+]([O-])c1ccc(Sc2ncc3ccccn23)nc1	0%	-0.1%	-1.0	61	12%	2%	-0.9%	-3%	-1.1%	2%
COc1ccc(OC)c(N(CC(=O)NCCSc2ccccc2)S(C)(=O)=O)c1	24%	-0.3%	-1.7	84	0%	-2%	3.7%	1%	3.9%	0%
CC(C)c1ccccc1NC(=O)COC(=O)Cc1cccc(C(F)(F)F)c1	-14%	0.2%	1.1	44	7%	-4%	-2.9%	8%	-1.2%	-5%
CN1C(=O)c2ccccc2NC(=O)[C@]12O[C@@H]2c1cccc(O)c1	-11%	0.0%	2.6	98	5%	-6%	2.9%	18%	19%	11%
C=CCN1C(=O)C2(c3ccccc31)C1CCCC=C1C(C#N)=C(N)C2(C#N)C#N (stereo unspecified)	29%	-0.2%	9.8	81	2%	-20%	-0.4%	24%	9.7%	-3%
COC(=O)[C@H](Cc1ccccc1)NC(=O)N1CC(C)OC(C)C1 (stereo partly specified)	9%	-0.4%	1.2	35	8%	-3%	0.4%	-3%	-1.5%	0%
COC(=O)c1cc(NC(=O)CN(c2ccccc2OC)S(=O)(=O)c2ccccc2)ccc1Cl	5%	-0.3%	1.5	43	8%	-7%	1.8%	10%	0.1%	1%
CCc1cccc(NC(=S)N(CCN(C)C)C2CCN(C(C)C)CC2)c1	-5%	0.0%	0.9	92	11%	5%	0.1%	2%	-0.1%	4%
CSc1ccccc1C(=O)N(C)Cc1ccccc1	-10%	0.2%	1.9	44	8%	-11%	-0.8%	-4%	-1.1%	10%
COc1ccc(NC(=S)Nc2cc(C)[nH]n2)cc1Cl	11%	-0.1%	2.4	61	8%	-16%	-0.1%	-30%	-2.2%	-7%
CCOC(=O)c1nnn(-c2nonc2OC)c1-c1ccccc1	6%	-0.1%	0.2	98	1%	-10%	2.0%	-15%	0.1%	4%	NS5 inhibitors pilot replicate=-2.9
SMILES	GPR35 arrestin U2OS	GPR55 activation	NTR1 agonist	NTR1 agonist cell count 20 µM	GPR55 antagonists	NS5 inhibitors	K1F lysis inhibition	AID2073	HIV fusion peptide	Siah-1 displacement	others
COc1ccc2c(=O)cc(C(=O)O)oc2c1	5%	1.0%	-0.7	34	-8%	-3%	0.3%	-4%	-1.3%	-2%
O=C(Oc1ccc2c(c1)O/C(=C\c1ccncc1)C2=O)c1ccccc1	-11%	-0.2%	-0.8	52	-7%	?	1.0%	22%	86%	-2%
CC(Oc1ccccc1)C(=O)Nc1cccc(-c2nc3ccccc3[nH]2)c1 (stereo unspecified)	14%	-0.3%	4.6	51	7%	-3%	0.0%	4%	12%	-2%
C=CCn1c(N2CCN(c3ccc(OC)cc3)CC2)nc2c1c(=O)[nH]c(=O)n2C	14%	0.0%	2.5	56	14%	-8%	0.0%	-10%	0.6%	4%
Nc1c(NC(=O)CC[n+]2ccccc2)cccc1[N+](=O)[O-]	20%	0.2%	1.7	71	6%	1%	2.1%[50 µM]	2%	1.2%	-2%
Cc1ccc2[nH]c(=O)c(CN(CCN3CCOCC3)C(=O)Nc3ccccc3F)cc2c1	-4%	-0.2%	.	.	-2%	-10%	-0.4%	3%	1.0%	7%
CCOc1ccc(S(=O)(=O)NC(C)C(=O)NCc2ccc3c(c2)OCO3)cc1 (stereo unspecified)	-24%	0.0%	-0.4	60	-6%	-7%	0.4%	-4%	-0.6%	-2%
O=C(NN1CC(C(=O)OCc2ccccc2F)CC1=O)c1ccccc1 (stereo unspecified)	-8%	0.0%	1.4	49	-11%	-8%	2.1%[50 µM]	3%	-1.3%	3%
Fc1ccccc1NC(=S)N/N=C/c1ccccc1Br	0%	0.0%	2.0	91	-2%	-1%	0.2%	-10%	0.9%	2%
CC(C)(C)NC(=O)NC(=O)CN1CCN(S(=O)(=O)c2ccccc2)CC1	10%	-0.1%	0.9	72	17%	-9%	0.2%	0%	0.4%	3%
CCN(CC)CCNc1nc2c(c(=O)n(C)c(=O)n2C)n1C/C=C(/C)Cl	6%	-0.2%	-1.0	39	15%	-1%	-0.7%	4%	-1.6%	4%
Cc1cc(N2CCCC(C(=O)Nc3ccc4c(c3)CCC4)C2)n2ncnc2n1 (stereo unspecified)	24%	-0.2%	-0.4	70	100%	-2%	6.6%	-3%	-2.1%	-1%
CN1CCN(/C=N/c2sc3c(c2C#N)CCCCC3)CC1	-8%	-0.1%	1.9	46	7%	5%	-0.1%	-10%	-2.1%	5%
CCOc1ccc(Cl)cc1CNCCCSc1nc(C)cc(C)n1	3%	0.0%	0.5	69	10%	-5%	-0.1%	14%	-1.8%	0%	NS5 inhibitors pilot replicate=1.5
CCOc1ccc(-c2c(C(=O)N/N=C/c3ccc(C)o3)nnn2-c2nonc2N)cc1	-2%	-0.1%	5.1	66	-8%	8%	0.1%	10%	-1.2%	-1%
COc1cc2c(cc1OC)C1(CCCCC1)CN(C)C2	2%	0.0%	-1.3	43	-1%	0%	0.8%[50 µM]	8%	-1.6%	-6%
COc1ccc(N)cc1-n1cnnn1	8%	-0.6%	-1.0	13	3%	-1%	-0.1%	0%	1.3%	-2%
C=CCN1CC(c2nc3ccccc3n2Cc2ccccc2)CC1=O (stereo unspecified)	11%	-0.1%	1.0	73	6%	-4%	0.6%	-4%	1.1%	1%	NS5 inhibitors pilot replicate=-0.2
CC(=O)Nc1ccc(NC(=O)C(=O)c2cn(CC(=O)N3CCCCC3)c3ccccc23)cc1	11%	-0.4%	-0.7	57	7%	-2%	0.5%	1%	-5.4%	-9%
COc1ccc(NC(=O)N2CCN(C(=O)C3CCCO3)CC2)cc1 (stereo unspecified)	-3%	-0.2%	0.5	67	11%	-4%	-0.1%	2%	-0.2%	1%
Cc1cc2[nH]c(=S)[nH]c2cc1C	-8%	-0.2%	.	.	8%	-1%	-0.1%	-8%	0.5%	4%
COc1cc(NC(=O)c2ccc3c(SCC(=O)O)c4c(nc3c2)CCCC4)cc(OC)c1OC	-1%	-0.3%	-0.7	39	9%	-9%	-0.3%	12%	11%	12%
CCOc1nc(-c2ccccc2Cl)ccc1C#N	0%	0.9%	1.2	51	14%	-3%	i	-2%	0.1%	0%
CSc1nc2c(c(=O)[nH]1)C(c1ccccc1)C1=C(CC(C)(C)CC1=O)N2 (stereo unspecified)	6%	-0.2%	1.8	30	23%	.	.	17%	0.4%	4%
CCCCN(C(=O)CCC(=O)Nc1cc(C)on1)C(C(=O)NC(C)(C)CC)c1cccc(OC)c1OC (stereo unspecified)	9%	-0.3%	2.6	68	4%	-11%	0.5%	16%	-2.3%	5%
O=C1c2ccccc2C(=O)N1CCSc1nnc(-c2ccco2)n1Cc1ccccc1	8%	-0.1%	3.8	55	6%	-7%	0.7%	2%	-1.2%	1%
COc1cc(C)nc(NCc2ccccc2)n1	5%	-0.3%	0.7	84	-1%	3%	4.6%	4%	-2.1%	-4%
Cc1cc(SCC(=O)N2CCCC2)nc2ccccc12	7%	0.3%	0.7	51	6%	-6%	0.1%	10%	-1.0%	2%
CCC(C)Nc1nc(N)c([N+](=O)[O-])c(NCc2ccccc2)n1 (stereo unspecified)	4%	0.5%	7.7	93	-3%	2%	-0.8%[50 µM]	12%	-0.8%	4%

A run of entries taken from the entries so far:
SMILES	GPR35 arrestin U2OS	GPR55 activation	NTR1 agonist	NTR1 agonist cell count 20 µM	GPR55 antagonists	NS5 inhibitors	K1F lysis inhibition	AID2073	HIV fusion peptide	Siah-1 displacement	others
Fc1ccccc1NC(=S)N/N=C/c1ccccc1Br	0%	0.0%	2.0	91	-2%	-1%	0.2%	-10%	0.9%	2%
CC(C)(C)NC(=O)NC(=O)CN1CCN(S(=O)(=O)c2ccccc2)CC1	10%	-0.1%	0.9	72	17%	-9%	0.2%	0%	0.4%	3%
